Pf Dd2 growth: inhibitors of Plasmodium falciparum Dd2 growth | P. falciparum Dd2 growth, SYBR Green, 72 h; stronger effect = lower value | activity change, % at 10 µM | AID 1159554 | 94,000 compounds, 2.3% hits; in the data active = activity change below about -80%; inconclusive = no clear call, values can overlap the other calls
C diff growth: blocks growth of Clostridium difficile; 86,000 compounds, 0.25% hits; growth activity, negative = inhibition, % at 16 µg/mL (by protocol); Clostridium difficile clinical isolate growth, OD600, 24 h; stronger effect = lower value;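 active = mean growth activity at or below -80% and every replicate also at or below -80%; inconclusive = mean at or below -80% but some replicate above -80%; inactive = mean growth activity above -80%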;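 note: 0% = DMSO wells and -100% = levofloxacin 16 µg/mL wells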
KDM4C inh: inhibitors of human demethylase GASC-1 KDM4C; Q9H3R0; inhibition, % at 12.5 µM; AID 720574; GST-KDM4C 2-372, H3K9me3 peptide, LANCE TR-FRET; 96,000 compounds, 0.15% hits;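 active = mean replicate inhibition above about 25%, with at least 55% of replicates also reaching it, limit read from the data, passing the limit was not always enough; inconclusive = only one of those two conditions met; inactive = neither condition met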
Target sequence (Q9H3R0 2-372 limits assumed): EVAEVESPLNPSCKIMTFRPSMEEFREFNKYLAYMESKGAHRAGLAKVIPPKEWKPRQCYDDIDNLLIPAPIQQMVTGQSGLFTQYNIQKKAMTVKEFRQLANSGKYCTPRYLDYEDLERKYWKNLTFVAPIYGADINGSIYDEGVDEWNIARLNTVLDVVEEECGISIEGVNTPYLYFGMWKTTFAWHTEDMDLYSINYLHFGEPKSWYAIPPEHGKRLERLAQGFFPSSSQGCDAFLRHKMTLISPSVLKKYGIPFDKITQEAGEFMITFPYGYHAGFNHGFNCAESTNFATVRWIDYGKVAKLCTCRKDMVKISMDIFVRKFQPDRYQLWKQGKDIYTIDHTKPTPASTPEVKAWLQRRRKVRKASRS
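Material: GST-tagged GASC-1 (JMJD2C) catalytic fragment, aa 2-372 / Quantity: enzyme final amount 10 nM / Medium: HEPES buffer, pH 7.5, plus ascorbate / Doses: one test concentration per compound / Incubation: 30 min reaction, 60 min detection, RT / Measured by: LANCE TR-FRET / Read-out: inhibition from TR-FRET ratio decrease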
Tcruzi prolif: T. cruzi proliferation inhibition | T. cruzi beta-gal in NIH3T3, GalScreen luminescence, 90 h | inhibition, % at 8.34 µM | 77,000 compounds, 5.9% hits | AID 624255;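 active = mean inhibition above about 93%, with at least 55% of replicates each passing it, limit read from the data, passing the limit was not always enough; inconclusive = only one of those two conditions holds; inactive = neither condition holds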
* hit, by the source's call; ? = inconclusive; nt = no result given; & = joins results of further samples; ! = not active in a repeat.

Sample of the layout, 4 compounds:
The line under a structure holds: KDM4C inh	Tcruzi prolif	C diff growth	Pf Dd2 growth
C[C@H]1CN([C@@H](C)CO)C(=O)Cc2cc(NC(=O)CCC(F)(F)F)ccc2O[C@H]1CN(C)CC1CCCCC1
  -0.6	48	-1	10
C/C=C/c1ccc2c(c1)O[C@@H](CN(C)C(=O)Nc1ccc(F)cc1)[C@@H](C)CN([C@@H](C)CO)S2(=O)=O
  -0.8	-12	5	-13
COCC(=O)N1[C@H](CO)[C@@H](c2ccc(-c3cccnc3)cc2)[C@@H]1C#N
  -0.2	23	-6	19
CCCNC(=O)N1CC2(CN(C(=O)c3ccncc3)C2)c2c([nH]c3cc(OC)ccc23)[C@H]1CO
  0.5	nt	-3	-54

The list itself, previewed entries included:
The line under a structure holds: KDM4C inh	Tcruzi prolif	C diff growth	Pf Dd2 growth
C[C@H]1CN([C@@H](C)CO)C(=O)Cc2cc(NC(=O)CCC(F)(F)F)ccc2O[C@H]1CN(C)CC1CCCCC1
  -0.6	48	-1	10
C/C=C/c1ccc2c(c1)O[C@@H](CN(C)C(=O)Nc1ccc(F)cc1)[C@@H](C)CN([C@@H](C)CO)S2(=O)=O
  -0.8	-12	5	-13
COCC(=O)N1[C@H](CO)[C@@H](c2ccc(-c3cccnc3)cc2)[C@@H]1C#N
  -0.2	23	-6	19
CCCNC(=O)N1CC2(CN(C(=O)c3ccncc3)C2)c2c([nH]c3cc(OC)ccc23)[C@H]1CO
  0.5	nt	-3	-54
CO[C@@H]1CN(C)C(=O)c2ccc(NC(=O)C3CC3)cc2OC[C@H](C)N(C(=O)C2CCOCC2)C[C@H]1C
  0.6	58	nt	nt
CCC(=O)N1[C@H](CO)[C@@H](c2ccccc2)[C@@H]1CN(C)C(=O)c1cccc(F)c1
  1.3	-36	3	-10
CN(C)CC(=O)N[C@@H]1CC[C@@H](CC(=O)NCCN2CCCCC2)O[C@@H]1CO
  -0.5	-23	-2	19
CO[C@H]1CN(C)C(=O)c2cc(NS(C)(=O)=O)ccc2OC[C@H](C)N(C)C[C@@H]1C
  1.4	57	nt	-12
CC(C)(C)S(=O)N1Cc2cc(C(=O)NCCCN3CCOCC3)nc(-c3cccc(C#CCC4CCCC4)c3)c2[C@@H]1CCO (stereo partly specified)
  -2.4	?	nt	-74
N#Cc1cccc(-c2ccc(C3[C@@H]4CN(C(=O)Nc5ccc(C(F)(F)F)cc5)C[C@H]3N4)cc2)c1 (stereo partly specified)
  -3.7&-3.5	nt	-94*	-84*!
CCCN(C)C[C@@H]1Oc2cc(C#CC3CCCC3)ccc2S(=O)(=O)N([C@@H](C)CO)C[C@H]1C
  3.7	103*	5	-54
N#C[C@@H]1[C@@H](c2ccccc2-c2ccc(F)cc2)[C@@H](CO)N1C(=O)Cc1ccccc1
  -1.2	nt	41	6
CO[C@H]1CN(C)C(=O)c2cc(NC(=O)Nc3cccc(Cl)c3)ccc2OC[C@@H](C)N(C(=O)Nc2c(C)noc2C)C[C@H]1C
  -1.0	3	nt	nt
C[C@@H]1CN([C@@H](C)CO)C(=O)c2cc(NC(=O)Cn3cnnn3)ccc2O[C@@H]1CN(C)Cc1ccc(Cl)c(Cl)c1
  5.0	88	15	2
Cc1noc(C)c1S(=O)(=O)N(C)C[C@@H]1OCCCC[C@H](C)Oc2ccc(NS(=O)(=O)c3ccc(F)cc3)cc2C(=O)N([C@@H](C)CO)C[C@H]1C
  1.4	52	-9	-48
CCC(=O)N(C)C[C@H]1Oc2ncc(C#CC3(O)CCCC3)cc2C(=O)N([C@H](C)CO)C[C@@H]1C
  -0.1	-5	0	40
COc1ccc2c3c(n(C)c2c1)[C@H](CO)N(CC1CCCC1)CC31CCN(Cc2nccs2)CC1
  0.9	nt	5	-71
O=C(C[C@@H]1C[C@H]2c3cc(NC(=O)NC4CCCC4)ccc3O[C@H]2[C@H](CO)O1)NCc1ccc2c(c1)OCO2
  -1.6	nt	1	-8
CCCN1[C@H](C(=O)N(C)C)[C@@H](CO)[C@@H]2Cn3c(ccc(/C=C/c4ccccc4)c3=O)[C@@H]21
  3.2	34	11	nt
CCCNC(=O)N1[C@H](CO)[C@@H](c2ccccc2-c2cccc(C)c2)[C@@H]1C#N
  14	nt	41	3
O=C(C[C@@H]1CC[C@@H]2[C@H](COC[C@@H](O)CN2C(=O)c2ccccc2)O1)NCCCN1CCOCC1
  -0.7	1	1&-3	10
Cc1ccc(S(=O)(=O)N[C@H]2C=C[C@@H](CC(=O)NC3CCCCC3)O[C@@H]2CO)cc1
  1.0	45	-4	-7
CO[C@H]1CN(C)C(=O)c2cc(NS(C)(=O)=O)ccc2OC[C@@H](C)N(Cc2nccs2)C[C@H]1C
  -1.1	2	nt	34
CN1[C@@H]2c3ccc(-c4ccccc4)c(=O)n3C[C@H]1[C@H](CO)[C@H]2C(=O)Nc1nccs1
  -1.2	30	-3	9
C[C@@H]1CN([C@H](C)CO)C(=O)c2cccc(NC(=O)CCCCCC(=O)Nc3ccccc3N)c2O[C@H]1CN(C)Cc1ccc(Cl)c(Cl)c1
  0.6	nt	-10	-86*
COc1cccc(NC(=O)N2C[C@@H](O)COC[C@@H]3O[C@@H](CC(=O)NCc4ccccc4F)CC[C@H]32)c1
  -1.2	nt	-1&-9	29
CC(C)NC(=O)N(C)C[C@H]1OCc2ccccc2-c2c(n(C)c3ccccc23)C(=O)N([C@@H](C)CO)C[C@@H]1C
  0.1	-19	nt	-42
COc1ccc(NC(=O)N(C)C[C@@H]2Oc3c(NC(=O)c4cnccn4)cccc3C(=O)N([C@H](C)CO)C[C@@H]2C)cc1
  1.4	-123	-1	11
COc1ccc(S(=O)(=O)Nc2ccc3c(c2)C(=O)N([C@H](C)CO)C[C@H](C)[C@H](CN(C)S(=O)(=O)c2ccc(F)cc2)OCCCC[C@@H](C)O3)cc1
  -0.9	-2	11	14
COc1cccc(-c2ccc3c(c2)[C@@H]2[C@@H](CCN2C(=O)c2ccccn2)[C@@H](CO)N3C)c1
  -0.3	68	-4	-13
CC(=O)N1[C@H](CO)[C@@H](c2ccc(-c3ccccc3F)cc2)C12CN(CC1CCOCC1)C2
  0.4	nt	1	-36
C[C@@H]1CN([C@H](C)CO)C(=O)Cc2cc(NS(C)(=O)=O)ccc2O[C@H]1CN(C)S(C)(=O)=O
  2.3	-14	-2	24
C[C@@H]1CCCCO[C@@H](CN(C)Cc2ccc(Cl)c(Cl)c2)[C@H](C)CN([C@@H](C)CO)C(=O)c2cc(NC(=O)C3CCCCC3)ccc2O1
  -0.9	79	-3	-57
C[C@@H]1CN([C@@H](C)CO)C(=O)c2cc(NS(C)(=O)=O)ccc2O[C@@H](C)CCCCO[C@@H]1CN(C)C(=O)Nc1ccc(F)cc1
  2.8	31	12	-3
CO[C@@H]1CN(C)C(=O)c2ccc(NS(=O)(=O)c3ccccc3)cc2OC[C@@H](C)N(Cc2ccccn2)C[C@@H]1C
  3.4	nt	nt	11
CN1C(=O)c2cc(NS(=O)(=O)c3ccc(Cl)cc3)ccc2OC[C@H]2O[C@H](CC(=O)N3CCc4ccccc4C3)CC[C@@H]21
  -2.5	55	5	-21
CC(C)NC(=O)Nc1ccc2c(c1)C(=O)N([C@H](C)CO)C[C@@H](C)[C@@H](CN(C)S(=O)(=O)c1cn(C)cn1)OCCCC[C@H](C)O2
  0.3	-10	-1	61
O=C(C[C@H]1C[C@H]2c3cc(NC(=O)c4cccnc4)ccc3O[C@H]2[C@H](CO)O1)NCCc1ccccc1
  -0.1	-26	-1	-14
C[C@@H]1CN([C@H](C)CO)C(=O)c2cc(-c3cncnc3)cnc2O[C@@H]1CN(C)Cc1ccc(Oc2ccccc2)cc1
  0.0	nt	-3&-3	-45&0
O=C(Cc1ccccc1)N[C@H]1CC[C@@H](CC(=O)N2CCOCC2)O[C@H]1CO
  -1.2	-35	nt	1
C[C@@H]1CN([C@H](C)CO)C(=O)c2c(c3ccccc3n2C)-c2ccccc2CO[C@@H]1CN(C)S(=O)(=O)c1ccc(C#N)cc1
  0.9	-12	nt	-39
C[C@@H]1CN([C@H](C)CO)C(=O)CCCn2cc(nn2)CO[C@H]1CN(C)C(=O)Nc1cccc(Oc2ccccn2)c1
  nt	15	2	-11
CCCNC(=O)[C@H]1[C@H](CO)[C@H]2Cn3c(ccc(-c4ccccc4)c3=O)[C@H]2N1CC
  14	8	1	-5
O=C(C[C@@H]1CC[C@H]2[C@@H](COC[C@@H](O)CN2Cc2ccc(Oc3ccccc3)cc2)O1)N1CCc2ccccc2C1
  nt	64	47&-5	-28
CC(C)NC(=O)NCC[C@H]1CC[C@H](NS(=O)(=O)c2ccc(Oc3ccccc3)cc2)[C@H](CO)O1
  0.7	61	nt	-20
C[C@H]1CN([C@@H](C)CO)C(=O)c2cc(NC(=O)Cn3cnnn3)ccc2O[C@@H]1CN(C)S(=O)(=O)c1ccc(F)cc1
  -1.4	-43	-8	8
C[C@H]1CN([C@@H](C)CO)C(=O)c2cc(NC(=O)Cc3ccccc3)ccc2O[C@H]1CN(C)S(C)(=O)=O
  1.2	-24	2	-4
CO[C@H]1CN(C)C(=O)c2ccc(NS(=O)(=O)c3ccc(Oc4ccccc4)cc3)cc2OC[C@H](C)NC[C@@H]1C
  0.0	nt	5	10
O=C(Nc1ccccc1F)N[C@H]1CC[C@H](CCNC(=O)C2CCCCC2)O[C@H]1CO
  0.2	10	nt	-17
CC(=O)NC[C@H]1[C@@H](c2ccc(C3=CCCC3)cc2)[C@@H](CO)N1C(=O)C1CC1
  -1.4	nt	-6	0
C[C@H](CO)N1C[C@H](C)[C@H](CN(C)Cc2ccc(Cl)c(Cl)c2)Oc2ccc(NC(=O)C3CC3)cc2CC1=O
  -0.5	78	7	-16
COc1ccc(-c2ccc([C@H]3[C@@H](CO)N4C(=O)CNC[C@@H]34)cc2)cc1
  -0.5	nt	-7	-21
C[C@H]1CN([C@@H](C)CO)C(=O)c2cccc(NC(=O)c3ccncc3)c2O[C@H]1CN(C)S(=O)(=O)c1cccs1
  -1.2	-156	-1	-6
C[C@@H]1CN([C@H](C)CO)C(=O)c2cc(NC(=O)CCC(F)(F)F)ccc2O[C@@H](C)CCCCO[C@@H]1CN(C)C(=O)CCC(F)(F)F
  0.7	nt	-1	10
C[C@H]1CN([C@@H](C)CO)C(=O)c2cc(C#Cc3ccccc3)cnc2O[C@H]1CN(C)C(=O)c1ccccn1
  -0.4	37	-3	-9
CCCNC(=O)N1[C@@H](C#N)[C@H](c2ccc(C#Cc3ccc(F)cc3)cc2)[C@@H]1CO
  -1.2	103*	-28	-30
C[C@H]1CN([C@@H](C)CO)C(=O)c2cccc(NS(C)(=O)=O)c2O[C@@H]1CN(C)Cc1ccncc1
  8.8	6	0	-1
COc1cccc(NC(=O)N(C)C[C@@H]2OCc3ccccc3-c3ccccc3C(=O)N([C@@H](C)CO)C[C@H]2C)c1
  4.5	7	-2	-7
CN(C)CC#Cc1ccc([C@@H]2[C@H]3CN(C(=O)Nc4cc(F)ccc4F)CCCCN3[C@H]2CO)cc1
  2.9	117*	6	7
CCCN1C[C@@H](C)[C@@H](OC)CN(C)C(=O)c2ccc(NC(=O)C3CCOCC3)cc2OC[C@@H]1C
  -1.4	-51	1	29

Next section.
The line under a structure holds: KDM4C inh	Tcruzi prolif	C diff growth	Pf Dd2 growth
O=C(C[C@@H]1CC[C@H]2[C@@H](COC[C@@H](O)CN2C(=O)c2ccccc2F)O1)N1CCCCC1
  0.2	9	nt	15
CC(C)CC#Cc1ccc2c(c1)O[C@@H](CN(C)C(=O)Cc1ccccc1)[C@@H](C)CN([C@@H](C)CO)S2(=O)=O
  5.1	126*	20	-42
CO[C@H]1CN(C)C(=O)c2cc(NS(C)(=O)=O)ccc2OC[C@H](C)N(CC2CCOCC2)C[C@H]1C
  -1.8	27	-2	24
COc1ccccc1-c1cnc2c(c1)C(=O)N([C@H](C)CO)C[C@H](C)[C@H](CN(C)Cc1cncnc1)O2
  -0.3	-36	3	-6
C[C@@H]1CN([C@H](C)CO)S(=O)(=O)c2ccc(C#CC(C)(C)O)cc2O[C@@H]1CN(C)C(=O)C1CCC1
  0.9	-55	-5	13
CCC(=O)Nc1ccc2c(c1)C(=O)N(C)C[C@H](OC)[C@@H](C)CN(C(=O)c1ccccn1)[C@@H](C)CO2
  0.6	16	nt	31
CN1CCN(C(=O)C[C@@H]2CC[C@@H]3[C@H](COC[C@H](O)CN3S(=O)(=O)c3cccc(Cl)c3)O2)CC1
  1.2	-14	nt	5
COCC#Cc1ccc([C@H]2[C@@H](CO)N3CCCCN(Cc4cncnc4)C[C@@H]23)cc1
  0.2	108*	-2	13
C[C@H](CO)N1C[C@H](C)[C@@H](CN(C)Cc2cccc(F)c2)Oc2ncc(C3=CCCC3)cc2C1=O
  1.3	96	4	-26

From PubChem BioAssay
